# Assay outcomes (PubChem BioAssay)
# CendR NRP1 mod: modulators of CendR peptide binding to NRP-1, primary screen, biochemical, fluorescence polarization, uHTS | FAM-RPARPAR peptide binding to NRP-1 | inhibition, % at 25 µM | AID 602438, 2012 | hit rate 0.85% among 360,000 | Neuropilin-1 (Homo sapiens), O14786;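 active means inhibition or corrected inhibition above about 18%, plus a signal ratio from 0.5 to 1.5, limit read from the data, passing the limit was not always enough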; further: strong numbers were not always called active
# eLon inh: inhibitors of E. coli Lon protease, primary screen, biochemical, fluorescence polarization; P0A9M0; purified E. coli Lon protease; hit rate 0.42% among 360,000; inhibition, % at 7.94 µM; in the data active means inhibition above about 13%, passing the limit was not always enough;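 further: 0% = enzyme with probe and DMSO and 100% = no enzyme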
# MT1-MMP act inh: blockers of MT1-MMP proenzyme processing, primary screen, HT1080 RFP-PRO-GFP cells, GFP/RFP fluorescence. GFP/RFP ratio fluorescence, overnight; percent of plate control window, DMSO zero. GFP/RFP ratio change, % at 20 µM. Matrix metalloproteinase-14 (Homo sapiens), P50281. hit rate 0.061% among 360,000;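 active means GFP/RFP ratio change of at least 30% with cell ATP level not reduced by more than half and red fluorescence within 50% of control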; further: strong numbers were not always called active
#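 Assay system: HT1080 RFP-PRO-GFP cells | Dosing: 20 µM single dose, 1% DMSO | Incubation: Cells overnight before dosing, compound overnight, 37 °C, 5% CO2 | Evaluation: GFP/RFP fluorescence ratio | Control set: DMSO-only wells and HT1080 RFP-L50D-GFP cell wells as references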
# Neddyl block: inhibitors of cullin neddylation, primary screen, biochemical, TR-FRET, uHTS, NAE and Ubc12; hit rate 0.58% among 360,000; calls only at 25 µM; AID 651699, 2012; in the data active means inhibition above about 36%
# MsrA act: bovine MsrA enzyme activators, primary screen, biochemical, absorbance, HTS. purified bovine MsrA, absorbance read-out. activation, % at 10.6 µM. hit rate 0.3% among 360,000; in the data active means activation above about 7.5%;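 further: 0% = vehicle and 100% = reference activator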
# MsrA inh: bovine MsrA enzyme inhibitors, primary screen, biochemical, absorbance, HTS. Methionine sulfoxide reductase A (Bos taurus). purified bovine MsrA, absorbance read-out. hit rate 0.75% among 360,000. inhibition, % at 15.5 µM. AID 651718, 2012; in the data active means inhibition above about 4.5%;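 further: 0% = vehicle wells with enzyme and 100% = reference inhibitor wells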
# Rin1-Abl PPI inh: inhibitors of Rin1-Abl protein binding, primary screen, biochemical, TR-FRET; inhibition, % at 7.35 µM; hit rate 0.4% among 360,000; Tyrosine-protein kinase ABL1 (Homo sapiens) + Ras and Rab interactor 1 (Homo sapiens), …; in the data active means inhibition above about 5%, passing the limit was not always enough
# Target sequence (P00519 whole entry, looked up): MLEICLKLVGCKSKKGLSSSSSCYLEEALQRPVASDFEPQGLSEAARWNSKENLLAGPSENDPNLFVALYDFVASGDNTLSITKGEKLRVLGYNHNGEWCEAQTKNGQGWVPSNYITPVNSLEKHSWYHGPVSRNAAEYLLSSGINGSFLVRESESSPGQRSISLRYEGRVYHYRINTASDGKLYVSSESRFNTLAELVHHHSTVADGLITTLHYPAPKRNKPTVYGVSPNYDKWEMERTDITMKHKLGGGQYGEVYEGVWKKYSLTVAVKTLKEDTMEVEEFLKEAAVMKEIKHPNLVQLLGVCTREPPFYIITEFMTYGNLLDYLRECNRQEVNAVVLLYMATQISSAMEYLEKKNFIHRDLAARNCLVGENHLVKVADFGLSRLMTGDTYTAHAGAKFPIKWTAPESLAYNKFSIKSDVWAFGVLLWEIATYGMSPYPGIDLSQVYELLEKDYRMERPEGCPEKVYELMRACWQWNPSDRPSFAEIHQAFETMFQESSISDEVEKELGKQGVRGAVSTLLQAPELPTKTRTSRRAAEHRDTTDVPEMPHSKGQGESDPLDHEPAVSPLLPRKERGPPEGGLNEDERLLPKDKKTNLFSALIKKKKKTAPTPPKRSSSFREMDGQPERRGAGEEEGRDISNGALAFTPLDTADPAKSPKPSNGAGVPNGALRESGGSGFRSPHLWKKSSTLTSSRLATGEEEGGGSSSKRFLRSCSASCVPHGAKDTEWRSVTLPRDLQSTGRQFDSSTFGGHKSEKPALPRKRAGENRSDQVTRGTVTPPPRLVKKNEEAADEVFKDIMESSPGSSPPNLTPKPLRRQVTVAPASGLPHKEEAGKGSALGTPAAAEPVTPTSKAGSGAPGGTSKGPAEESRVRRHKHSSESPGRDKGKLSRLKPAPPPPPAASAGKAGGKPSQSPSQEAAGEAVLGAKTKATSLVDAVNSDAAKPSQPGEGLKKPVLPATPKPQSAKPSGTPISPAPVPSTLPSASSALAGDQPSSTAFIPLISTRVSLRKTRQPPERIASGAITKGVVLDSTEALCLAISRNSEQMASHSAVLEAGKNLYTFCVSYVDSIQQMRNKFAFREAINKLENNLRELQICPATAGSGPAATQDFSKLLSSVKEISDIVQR
# Target sequence (Q13671 whole entry, looked up): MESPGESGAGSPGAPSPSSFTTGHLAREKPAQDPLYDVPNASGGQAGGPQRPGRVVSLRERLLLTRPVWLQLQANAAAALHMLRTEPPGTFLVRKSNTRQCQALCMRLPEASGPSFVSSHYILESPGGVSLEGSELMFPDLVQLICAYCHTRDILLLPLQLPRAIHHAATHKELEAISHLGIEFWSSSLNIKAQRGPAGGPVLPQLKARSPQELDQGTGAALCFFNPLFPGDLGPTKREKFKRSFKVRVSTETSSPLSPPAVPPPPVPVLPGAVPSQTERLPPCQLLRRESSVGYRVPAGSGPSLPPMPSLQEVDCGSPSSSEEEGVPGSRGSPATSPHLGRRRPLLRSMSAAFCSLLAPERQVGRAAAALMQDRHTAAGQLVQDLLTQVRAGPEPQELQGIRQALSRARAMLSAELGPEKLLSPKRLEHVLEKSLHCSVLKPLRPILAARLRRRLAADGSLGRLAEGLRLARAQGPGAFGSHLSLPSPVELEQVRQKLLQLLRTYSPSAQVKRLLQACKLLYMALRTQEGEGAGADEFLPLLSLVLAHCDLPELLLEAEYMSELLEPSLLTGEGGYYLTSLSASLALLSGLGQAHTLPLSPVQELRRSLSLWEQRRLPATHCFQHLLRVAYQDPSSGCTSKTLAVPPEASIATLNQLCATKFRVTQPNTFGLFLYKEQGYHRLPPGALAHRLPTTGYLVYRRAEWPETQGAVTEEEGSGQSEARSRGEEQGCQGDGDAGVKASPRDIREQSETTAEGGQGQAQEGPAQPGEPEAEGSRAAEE
# SKN-1 block: suppressors of acrylamide-induced Pgst-4::GFP reporter in worms, primary screen, SKN-1 inhibitor project, whole organism, uHTS, GFP/RFP fluorescence ratio, strain VP596; C. elegans VP596 Pgst-4::GFP/RFP ratio, 24 h; inhibition, % at 21.8 µM; hit rate 0.49% among 360,000;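 active means interference check ratio from 0.5 to 1.5 plus GFP to RFP signal ratio inhibition reaching or exceeding a fixed threshold, cut at about 30% in these data, passing the limit was not always enough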; further: some compounds called inactive have numbers as strong as hits
# FAS TE block: FAS thioesterase domain inhibitors, primary screen, biochemical, fluorescence intensity, uHTS; Fatty acid synthase (Homo sapiens), P49327; recombinant FAS-TE, OMFH fluorogenic substrate, fluorescence endpoint; inhibition, % at 15 µM; hit rate 0.67% among 360,000;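 active means compounds whose normalised, plate-corrected inhibition of enzyme fluorescence in the single-dose primary screen is 50% or more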;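 further: 0% = DMSO with enzyme and 100% = substrate without enzyme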
# Starred values were filed as active, the others as inactive; i = inactive; / = not tested or not shown.
SMILES,CendR NRP1 mod,eLon inh,MT1-MMP act inh,Neddyl block,MsrA act,MsrA inh,Rin1-Abl PPI inh,SKN-1 block,FAS TE block
CCOCC(O)CNc1ccccc1 (configuration not stated),-5,5,2,i,-1,-1.1,-1,3,-12
O=C(Nc1ccccc1)OCCN1CCOCC1,5,-2,1,i,-1,0.8,-1,2,-10
COC(=O)CCC(=O)OC1(C)C(=O)C=C2C=C(C3CC3)N(CCCCO)C=C2C1=O (configuration not stated),21*,-20,2,i,-3,1.8,-5,20,-12
CN=C(C)c1c(O)c2ccccc2oc1=O,11,-4,0,i,-3,1.3,5,-1,-9
Cc1ccc(NC(=S)NNc2ncc(C(F)(F)F)cc2Cl)c(C)c1,-4,18,17,i,-3,0.9,-1,12,1
Cc1cnc(NC(=O)c2ccc(Cl)nc2)s1,0,13,6,i,-9,1.3,2,15,-3
CCN1N=C(C)C=C(c2ccccc2)n2c1nc1ccccc12,-1,-3,3,i,-2,-0.4,0,0,-3
CCOc1ccc(C(=O)CSCCC(=O)O)cc1,-2,-7,1,i,-2,0.2,-3,-3,-4
Cn1c(=O)oc2cc(S(=O)(=O)NCc3cccnc3)ccc21,-31,-11,-23,i,-2,-0.7,0,-1,-22
COc1ccc(/C=N/n2cnnc2)cc1COc1ccccn1,12,4,2,i,-3,-0.7,-4,-19,-10
Cc1ccc(S(=O)(=O)NC(=O)C2(C)CCN2C(=O)C2(c3ccc(Cl)cc3)CCC2)nc1 (configuration not stated),6,-1,11,i,-1,0.6,-2,-6,-4
COc1ccc(-c2ccc(SCC(=O)NCc3ccco3)nn2)cc1OC,1,-3,0,i,-4,1.4,1,5,-5
CCOC(=O)N1CCN(C(=O)CN(C)S(=O)(=O)c2ccc3c(c2)C(C)(C)C(=O)N3C)CC1,8,-7,0,i,-5,-1.0,0,-6,-22
CCOC(=O)C1(C)CCCN1C(=O)c1ccc(C(=O)OC)cc1 (configuration not stated),16,-11,-3,i,-3,-0.8,-2,2,-7
Cn1c(=O)c2c(ncn2CCc2ccccc2)n(C)c1=O,13,6,2,i,-3,-0.2,-5,-6,-5
Cc1c(-c2n[nH]c(=S)n2-c2ccc(Br)cc2)nnn1-c1ccc(Cl)cc1,1,-9,11,i,3,1.2,-4,-12,1
COc1ccc(S(=O)(=O)N2CCN(CC(=O)Nc3ccc(F)c(F)c3)CC2)cc1,12,-7,-4,i,0,-0.2,0,-5,2
CCOC(=O)c1c(S(=O)(=O)NCC(=O)N2CCN(c3ccccc3OC)CC2)c(C)n(C)c1C,18,-7,1,i,-1,0.1,0,17,0
CCN(CC)C(=O)c1ccc(CS(=O)(=O)Cc2ccccc2)cc1,8,-5,-1,i,-1,-0.5,-2,22,-6
Cc1onc(-c2c(Cl)cccc2Cl)c1C(=O)O/N=C(\C#N)c1ccccc1,4,-4,-2,i,-4,-1.1,1,3,43
O=C(Nc1nnc(S(=O)(=O)N2CCOCC2)s1)c1ccccc1Cl,1,5,-2,i,1,2.0,-3,10,-2
O=C(CSc1nc2ccccc2o1)N1CCN(C(=O)c2ccco2)CC1,-4,7,3,i,-9,1.1,2,16,-16
O=C(NCCc1ccccc1)C(=O)c1c(-c2ccccc2)[nH]c2ccccc12,-1,-3,-4,i,3,2.0,-6,3,9
O=C1c2cccc3cccc(c23)C(=O)N1c1nccs1,0,-5,0,i,-1,0.6,-4,6,-5
Cc1c(C)n(Cc2ccccc2)c2ncnc(NCCN(C)C)c12,9,1,2,i,-2,0.4,0,15,-5

# Random excerpt: 2 records from the list.
SMILES,CendR NRP1 mod,eLon inh,MT1-MMP act inh,Neddyl block,MsrA act,MsrA inh,Rin1-Abl PPI inh,SKN-1 block,FAS TE block
CCOCC(O)CNc1ccccc1 (configuration not stated),-5,5,2,i,-1,-1.1,-1,3,-12
O=C(Nc1nnc(S(=O)(=O)N2CCOCC2)s1)c1ccccc1Cl,1,5,-2,i,1,2.0,-3,10,-2

# Next part:
SMILES,CendR NRP1 mod,eLon inh,MT1-MMP act inh,Neddyl block,MsrA act,MsrA inh,Rin1-Abl PPI inh,SKN-1 block,FAS TE block
CCc1cc(=O)[nH]c(SCC(=O)N2CCCC2)n1,-12,3,-1,i,-2,0.2,4,4,-5
COc1ccc(C(C(=O)NC2CCCC2)n2c(C3CCN(C(C)=O)CC3)nc3ccccc32)cc1 (configuration not stated),-9,/,0,i,/,0.3,/,4,/
Cc1cccc(NCC(=O)N/N=C\c2cccc(Oc3ccccc3)c2)c1,-2,2,0,i,-1,-0.6,-1,2,21
CN(C(=O)CSc1nc2c(c(=O)[nH]1)CCCC2)C1CCCCC1,-2,-4,-2,i,3,-1.1,2,13,-1
CN1CCN(NC(=O)c2ccc(Br)c(S(=O)(=O)N3CCOCC3)c2)CC1,-10,-5,0,i,-2,0.4,-1,-8,-6
O=C(CN1CCC(NC(=O)c2cccc(F)c2)CC1)Nc1ccc(Br)cc1,-1,1,6,i,-2,1.1,1,-7,6
O=[N+]([O-])c1cccnc1NCc1cccs1,1,7,4,i,-10,-0.7,-4,3,-1
COCCn1c(SCC(=O)OCc2ccccc2)nc2c1c(=O)[nH]c(=O)n2C,-18,-16,2,i,1,0.4,0,9,-8
CCN1CCN(C(=O)CS(=O)(=O)Cc2nc(-c3ccc(C)cc3)oc2C)CC1,10,0,-4,i,-1,1.1,-2,-5,-5
CCOC(=O)C1=C(C)N=C2SCCC(=O)N2C1c1ccc(C(=O)OC)cc1 (configuration not stated),11,-3,0,i,-1,1.0,0,13,0
COc1ccc(C(=O)c2nccc3ccccc23)cc1,-1,9,0,i,-5,0.7,-5,6,4
O=C(Oc1cc(-c2ccccc2)no1)c1ccc(F)cc1,10,-2,1,i,-3,-0.5,-1,19,-8
COc1ccccc1C(O)P(=O)(OCC(C)C)c1ccc(N(C)C)cc1 (configuration not stated),6,10,2,i,-1,1.7,4,3,-3
COc1cccc(C(=O)NCCS(=O)(=O)NCc2cccnc2)c1,2,-10,0,i,-3,3.4,1,10,-7
Fc1ccc2nc(Nc3nc4c(F)cc(F)cc4s3)sc2c1,-14,7,-14,i,-2,-0.5,1,2,0
CSCC[C@H](NC(=O)c1ccc2c(c1)OCO2)c1nnc2ccccn12,-6,2,-6,i,-10,1.0,-1,-2,-7
COc1ccc(N2CCN(Cc3ccc(Br)s3)CC2)cc1,10,-4,2,i,-3,-0.1,2,9,10
COc1ccc(-c2ccc(-c3noc(-c4ccccc4)n3)c(OC)n2)cc1,-33,-10,-8,i,-3,-0.3,-1,2,14
CCC(=O)Nc1ccc(F)c(Cl)c1,0,-6,3,i,-3,0.4,4,1,-4
Cc1ccc(C(=O)N/C(=C/c2ccc(F)cc2)C(=O)NCc2ccncc2)cc1,-9,-2,2,i,-5,-0.3,-1,0,1
CCN(CC)C(=O)Oc1ccc(Cl)c2cccnc12,3,-2,4,i,-3,-1.1,-5,4,-4
CCCCNc1c(N)n(CC(C)C)c(=O)[nH]c1=O,-3,-5,-1,i,2,1.9,5,4,0
CCCN1CCC(NCC(C)c2ccccc2)CC1 (configuration not stated),3,-2,2,i,-1,-1.0,-5,5,-4
CN(C)c1ccc(-c2nnn(CC(=O)NCc3ccc4c(c3)OCO4)n2)cc1,14,1,1,i,-5,0.9,-2,-1,-3
CC(=O)NC(c1ccc(F)c(F)c1)c1nc(-c2ccc(F)c(Cl)c2)cs1 (configuration not stated),16,-9,1,i,0,1.5,2,9,14

# Among those listed so far, these contain a thiophene ring, fused or not.
SMILES,CendR NRP1 mod,eLon inh,MT1-MMP act inh,Neddyl block,MsrA act,MsrA inh,Rin1-Abl PPI inh,SKN-1 block,FAS TE block
O=[N+]([O-])c1cccnc1NCc1cccs1,1,7,4,i,-10,-0.7,-4,3,-1
COc1ccc(N2CCN(Cc3ccc(Br)s3)CC2)cc1,10,-4,2,i,-3,-0.1,2,9,10

# The listing picks up, repeating the 2 entries before the break.
SMILES,CendR NRP1 mod,eLon inh,MT1-MMP act inh,Neddyl block,MsrA act,MsrA inh,Rin1-Abl PPI inh,SKN-1 block,FAS TE block
CN(C)c1ccc(-c2nnn(CC(=O)NCc3ccc4c(c3)OCO4)n2)cc1,14,1,1,i,-5,0.9,-2,-1,-3
CC(=O)NC(c1ccc(F)c(F)c1)c1nc(-c2ccc(F)c(Cl)c2)cs1 (configuration not stated),16,-9,1,i,0,1.5,2,9,14
COc1ccc(F)cc1S(=O)(=O)NCC(=O)NCc1cc(=O)n(C)c(=O)n1C,6,1,-1,i,-2,0.1,-1,5,-6
Cc1cccc(NC(=S)Nc2ccc(Br)cc2)c1,10,-8,0,i,3,-0.6,2,-7,8
O=C(NCCN1CCN(c2ccccc2)CC1)Nc1ccccc1Cl,6,3,1,i,0,-1.1,-1,-5,-2
CSc1ncccc1C(=O)N1CCN(S(=O)(=O)c2ccc(C)cc2)CC1,5,17*,2,i,-2,0.0,4,26,-2
Cc1ccc(-n2nc3c(=O)n(CCCC(=O)NCc4ccco4)nc(C)c3c2C)cc1,1,3,6,i,-5,0.0,1,14,-7
COc1ccc(CN2C(=O)c3ccccc3C2=O)cc1C(=O)Nc1ccc(C)cc1C,-1,-7,3,i,-3,0.6,-2,11,-8
CC(=O)Nc1nc(N)n(-c2ccccc2)n1,7,-3,-3,i,-2,-0.4,5,-4,-3
COc1ccc(N/C=C/c2nc(SC)nnc2C)cc1,-179,-68,-31,i,-1,0.6,-8,13,-1
C[C@@]12C(=O)N(c3cccc(F)c3)C(=O)N1[C@@H]1c3ccccc3OC[C@@H]1[C@H]2c1ccccc1,-1,-2,-8,i,-3,1.4,2,6,28
CC(=O)Nc1cccc(-c2csc(Nc3ccc(C)cn3)n2)c1,17,2,6,i,-15,0.5,0,14,-1
COc1ccccc1-n1c(SCC(=O)Nc2ccc3c(c2)OCO3)nc2c(c1=O)SCC2,-4,-6,3,i,-3,2.5,-1,5,4
CCN(CC)C(=O)C1CCN(S(=O)(=O)c2cccc3nonc23)CC1,-9,-4,-3,i,1,-0.9,1,-3,-4
O=S(=O)(Nc1ncccn1)c1ccc(NS(=O)(=O)c2cccc(Cl)c2Cl)cc1,4,-3,-1,i,-3,-0.2,1,2,-3
O=C(c1cc(S(=O)(=O)NCc2ccco2)ccc1Br)N1CCOCC1,-11,2,-1,i,0,1.1,-3,1,-6
CCC(=O)N1CCC2(CC1)Oc1ccc(Cl)cc1C(=O)C21CC(c2ccc(Cl)cc2)=NO1 (configuration not stated),15,-7,4,i,1,1.1,3,7,28
O=C(COC(=O)C12CC3CC(CC(O)(C3)C1)C2)N1CCN(S(=O)(=O)c2ccc(Cl)cc2)CC1,7,1,5,i,1,-0.1,-4,5,3
CCCCNC(=O)CCn1c(=O)c2ccccc2n(CC(=O)N2CC(C)CC(C)C2)c1=O (configuration not stated),-16,4,0,i,-3,0.9,-2,13,-5
CC(Oc1ccccc1)C(=O)N1CCCc2ccccc21 (configuration not stated),-4,-5,-3,i,-3,-1.4,3,7,-7
Cc1ccc(CN(CCO)CCO)cc1,6,-3,4,i,-2,-0.4,0,-6,-3
CCCN1C2CCCC1CC(NC(=O)C1CCCCC1)C2 (configuration not stated),8,1,1,i,-1,0.5,-1,17,-8
Cc1cc(OCC(=O)N2CCOCC2)cc2oc(=O)c3ccccc3c12,1,-7,2,/,-9,0.2,3,-13,-2
COc1cc(CN(C)CC2CCCN(CCc3cccc(C(F)(F)F)c3)C2)ccc1O (configuration not stated),7,-4,8,i,-1,-1.1,-3,13,-3
CN=C1NN=C(c2cc(C)n(-c3c(C)n(C)n(-c4ccccc4)c3=O)c2C)CS1,-10,1,-3,i,-3,2.8,-1,7,-9

# Hits appear at their usual frequency; about 4.2% have a hit in one of these screens.
